G9a block = inhibitors of human histone lysine methyltransferase G9a; Potency, µM (titrated, usually from 102 µM), inactives show at the top dose activity, negative = inhibition, usual class: inhibitors; 350,000 tested, 8.8% active; Q96KQ7; AID 504332; G9a H3K9 monomethylation, AlphaScreen, 2 h; further: potency means the concentration at half of the fitted maximal effect; nearly all actives have a fitted effect of over 75% in size
Target sequence (Q96KQ7 913-1193 limits assumed): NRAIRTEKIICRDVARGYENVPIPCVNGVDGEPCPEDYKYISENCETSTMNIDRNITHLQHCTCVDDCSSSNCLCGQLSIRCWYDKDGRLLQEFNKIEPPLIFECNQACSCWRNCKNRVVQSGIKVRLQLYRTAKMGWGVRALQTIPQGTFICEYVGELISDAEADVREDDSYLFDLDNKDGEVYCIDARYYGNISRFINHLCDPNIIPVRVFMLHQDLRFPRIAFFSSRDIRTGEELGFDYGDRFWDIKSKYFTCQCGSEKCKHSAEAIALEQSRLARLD
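Step 1: enzyme (final 20 nM) with compound, 15 min RT. Step 2: substrate peptide 500 nM and SAM 20 uM, 2 h RT. Step 3: anti-H3K9me1 antibody and AlphaScreen beads, 10 min, then plate read.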
RGS4 inhibitor = blocks human RGS4-accelerated GTP hydrolysis | Transcreener GDP fluorescence polarization, RGS4-accelerated GTP hydrolysis | P49798 | Potency, µM (doses to about 114 µM), without a hit: top-dose activity change, negative = inhibition, most hits filed as inhibitors | AID 504845 | 390,000 tested, 0.039% active; further: potency means the concentration at half of the fitted maximal effect; nearly all actives have a fitted effect of over 75% in size; some results filed as inactive show a strong effect at the top dose
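MLSMR compounds (23 nl, pin-transferred) preincubated 10 min at room temperature with a 500nM (2x) first reagent, then RGS4 at 900nM (2x) plus Transcreener GDP mix added; fluorescence polarization (620/688 nm) read before and after 90 min at 30 °C.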
PI4K2A inh = inhibitors of human PI4K2A. Q9BTU6. purified PI4K2A, ADP-Glo luminescence, 1 h; stronger effect = lower value. activity change, negative = inhibition, % at 76.9 µM. 420,000 tested, 0.13% active; in the data active means activity change below about -50%; inconclusive means mostly about -30% to -49%;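 further: -100% = wells without enzyme as full effect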
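ADP-Glo luminescence measured ADP generated by PI4K2A enzyme (4 ug/mL before mixing) with 1.2 mM PI substrate (pre-mix) and 300 microM ATP (pre-mix). Tris pH7.5 buffer with MgCl2, Triton X-100; 1 h reaction at ambient temperature.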
BAZ2B inh = BAZ2B (human) inhibition. AlphaScreen BAZ2B-H3K14Ac peptide displacement. AID 504333. Q9UIF8. Potency, µM (doses to about 114 µM), without a hit: top-dose activity change, negative = inhibition, usual class: inhibitors. 360,000 tested, 4.4% active; further: potency means the concentration at half of the fitted maximal effect; nearly all actives have a fitted effect of over 60% in size
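AlphaScreen displacement: compounds (up to 110uM) incubated 30 min at room temperature with a preformed 50 nM BAZ2B/50 nM biotinylated H3K14Ac peptide complex in PBS pH 7.4 with Tween-20. Donor and acceptor beads at 10 ug/mL final added, 20 min light-protected before reading.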
GLS inh = glutaminase GLS (human) inhibition | O94925 | GLS enzymatic activity, qHTS titration | Potency, µM (titrated, usually from 45.5 µM), for the others: at the top dose activity change, negative = inhibition, most hits filed as inhibitors | 410,000 tested, 0.21% active | AID 624170; further: potency means the concentration at half of the fitted maximal effect
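hKGA; 45 mM KH2PO4 pH 8.2 + 0.02% Tween-20; cpd via pin tool; 1 mM Gln soln; GluOx/HRP/Amplex Red; RT 30 min; fluor. t0 & final.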
ALOX12 inh = blocks human arachidonate 12S-lipoxygenase; P18054; purified 12hLO, xylenol orange hydroperoxide absorbance; Potency, µM (highest dose often 108 µM), inactives show top-dose activity change, negative = inhibition, actives largely listed as inhibitors; 580,000 tested, 1.1% active; AID 1671190; further: potency means the concentration at half of the fitted maximal effect
Target sequence (P18054 whole entry, looked up): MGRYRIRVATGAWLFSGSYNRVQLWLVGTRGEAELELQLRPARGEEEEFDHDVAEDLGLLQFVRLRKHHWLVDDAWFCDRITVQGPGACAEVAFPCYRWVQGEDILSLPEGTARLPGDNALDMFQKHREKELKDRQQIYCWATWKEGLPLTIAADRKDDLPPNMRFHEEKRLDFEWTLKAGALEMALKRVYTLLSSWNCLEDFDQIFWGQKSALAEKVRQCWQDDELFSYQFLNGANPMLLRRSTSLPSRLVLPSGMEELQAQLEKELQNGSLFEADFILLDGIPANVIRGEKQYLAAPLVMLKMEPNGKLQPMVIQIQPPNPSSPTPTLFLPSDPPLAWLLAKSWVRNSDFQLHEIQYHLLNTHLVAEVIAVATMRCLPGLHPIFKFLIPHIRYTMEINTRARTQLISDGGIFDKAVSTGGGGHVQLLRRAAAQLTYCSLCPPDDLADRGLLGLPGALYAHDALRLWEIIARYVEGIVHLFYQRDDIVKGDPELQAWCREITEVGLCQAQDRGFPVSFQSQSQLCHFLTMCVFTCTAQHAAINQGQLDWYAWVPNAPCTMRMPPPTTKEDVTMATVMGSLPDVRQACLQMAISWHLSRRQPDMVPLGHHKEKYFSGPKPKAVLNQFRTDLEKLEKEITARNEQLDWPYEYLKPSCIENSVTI
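Purified human 12hLO (150 nM final) in 25 mM Hepes, 0.01% Triton X-100, pH 7.0 was preincubated 15 min at room temperature with compound. Then 40 uM arachidonic acid was added, 30 min. Hydroperoxide was read by Fe-XO absorbance ratio 573/405 nm.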
An asterisk follows results filed as active; i = inactive; ? = inconclusive; / = no result given; & = joins results of further samples; [ ] = remark or other dose. Unless noted, the call rests on the fitted dose curve; in most records, active means well fitted curve in the direction sought with a large enough effect; inconclusive means small, poorly fitted or top-dose-only effect, or another doubt; inactive means no such curve, though single readings can be large; an effect the other way counts as inactive or inconclusive. Unless noted, on the % scale 0 is the no-effect control and ±100 the full control effect.

no.	SMILES	G9a block	RGS4 inhibitor	PI4K2A inh
1	Clc1ccc(N2CC3CCC(C2)N3)nn1	23.8µM*	9.9%[56.9 µM]	-8.3
2	Cn1ccnc1	11.3%[12.7 µM]	5.0%[56.9 µM]	-3.8
3	CC1OC(C)OC(C)O1 (centres undefined)	0.5%[12.7 µM]	/	0.4
4	COCC(=O)N(c1c(C)cccc1C)C(C)C(=O)OC (centres undefined)	3.5%[12.7 µM]	/	-3.1
5	CN1CCC(O)(c2ccc(F)cc2)C(C(=O)c2ccc(F)cc2)C1 (centres undefined)	?	/	5.0
6	CC[C@]1(O)CC[C@H]2[C@@H]3CCC4=CCCC[C@@H]4[C@H]3CC[C@@]21C	?	/	1.5
7	CC(C)(N)Cc1ccc(Cl)cc1	11.7%[59 µM]	/	-3.1
8	CC(=O)[O][Hg][c]1ccccc1	?	/	-7.8
9	O=c1[nH]cc(N(CCCl)CCCl)c(=O)[nH]1	?	/	-67.3*
10	NNc1ccccc1	30.7%[59 µM]	/	-2.1
11	Cc1ccc(-n2c(/C=C/c3ccc4c(c3)OCO4)nc3ccccc3c2=O)cc1	52.8%[activator][59 µM]	/	/
12	NCC(CC(=O)O)c1ccc(Cl)s1 (centres undefined)	37.0%[59 µM]	290.0%[activator][56.9 µM]	/
13	O=NN1CCCC1c1cccnc1 (centres undefined)	17.3%[59 µM]	-140.0%[56.9 µM]	/
14	CCCC[C@@H](C)[C@@H](OC(=O)C[C@@H](CC(=O)O)C(=O)O)[C@H](C[C@@H](C)C[C@H](O)CCCC[C@@H](O)C[C@H](O)[C@H](C)N)OC(=O)C[C@H](CC(=O)O)C(=O)O	17.8%[59 µM]	/	/
15	CC[C@H](C)[C@H](NC(=O)[C@H](C)NC(=O)[C@H](CC(N)=O)NC(=O)[C@H](CCCCN)NC(=O)[C@H](Cc1ccccc1)NC(=O)[C@H](CC(C)C)NC(=O)[C@@H](NC(=O)[C@@H](NC(=O)[C@H](CC(C)C)NC(=O)[C@@H]1CCCN1C(=O)[C@@H](NC(=O)[C@H](CCC(N)=O)NC(=O)[C@H](CO)NC(=O)[C@H](CCCCN)NC(=O)[C@H](CCC(=O)O)NC(=O)[C@H](CO)NC(=O)[C@@H](NC(=O)[C@H](CCSC)NC(=O)[C@H](Cc1ccccc1)NC(=O)CNC(=O)CNC(=O)[C@@H](N)Cc1ccc(O)cc1)[C@@H](C)O)[C@@H](C)O)C(C)C)[C@@H](C)O)C(=O)N[C@H](C(=O)N[C@@H](CCCCN)C(=O)N[C@@H](CC(N)=O)C(=O)N[C@@H](C)C(=O)N[C@@H](Cc1ccc(O)cc1)C(=O)N[C@@H](CCCCN)C(=O)N[C@@H](CCCCN)C(=O)NCC(=O)N[C@@H](CCC(=O)O)C(=O)O)[C@@H](C)CC	21.2%[59 µM]	?	/

no.	BAZ2B inh	GLS inh	ALOX12 inh
1	/	/	/
2	/	/	/
3	/	18.5%&2.2%	/
4	/	-1.0%	/
5	/	8.9%	/
6	/	3.9%	/
7	/	-4.7%	/
8	/	?	/
9	/	10.5%	/
10	/	-19.8%	/
11	-2.1%	/	-23.0%
12	/	/	2.6%
13	/	/	-5.3%
14	/	/	2.2%
15	/	/	2.3%[12.5 µM]

Two of the compounds above, with tabs.
no.	Compound	G9a block	RGS4 inhibitor	PI4K2A inh	BAZ2B inh	GLS inh	ALOX12 inh
1	Clc1ccc(N2CC3CCC(C2)N3)nn1	23.8µM*	9.9%[56.9 µM]	-8.3	/	/	/
2	Cn1ccnc1	11.3%[12.7 µM]	5.0%[56.9 µM]	-3.8	/	/	/

(cont.)
no.	SMILES	G9a block	RGS4 inhibitor	PI4K2A inh
16	Cn1cnc2c(ncn2[C@@H]2O[C@H](CO)[C@@H](O)[C@H]2O)c1=N	34.6%[59 µM]	?	/
17	CC[C@@H](CO)NC(=O)[C@H]1C=C2c3cccc4c3c(cn4C)C[C@H]2N(C)C1	34.7%[activator][12.7 µM]	/	/
18	CN(C(=O)Cc1ccc(Cl)c(Cl)c1)[C@H](CN1CCCC1)c1ccccc1	?	-30.0%[56.9 µM]	/
19	CC(n1cc(C[C@H](N)C(=O)O)c2ccccc21)n1cc(C[C@H](N)C(=O)O)c2ccccc21	4.8%[59 µM]	i	/
20	CN1Cc2ccccc2[C@@H]2c3cccc4[nH]cc(c34)C[C@H]21	12.6µM*	?	/
21	NC(=NCc1ccc(Cl)cc1)SCCCc1cnc[nH]1	46.4%[59 µM]	-53.7%[56.9 µM]	/
22	C=C(C)[C@H]1C2C(=O)O[C@H]1[C@H]1OC(=O)[C@@]34O[C@@H]3C[C@]2(O)[C@@]14C	-3.5%[59 µM]	-163.4%[56.9 µM]	/
23	CCCCCCCCCCCCCCCCOC[C@H](COP(=O)([O-])OCC[N+](C)(C)C)OC(C)=O	12.8%[59 µM]	?	/
24	CCCN1CCc2cccc3c2C1Cc1ccc(O)c(O)c1-3 (centres undefined)	1µM*	/	/
25	N[C@]1(C(=O)O)CC[C@@H](C(=O)O)C1 (racemic)	?	?	/
26	CO[C@@H]1C[C@@H](C[C@H]2CC[C@H](C)[C@@H]([C@@H](C)C(=O)O)O2)O[C@]2(O[C@](C)([C@H]3CC[C@@](C)(C4OC([C@H]5O[C@@](O)(CO)[C@H](C)C[C@@H]5C)C[C@@H]4C)O3)C[C@H]2C)[C@@H]1C (some centres undefined)	?	i	/
27	Cc1nc(N)sc1CCN	34.5%[59 µM]	90.2%[activator][56.9 µM]	/
28	C=C(C)[C@H]1O[C@H]2CC[C@@]3(C)[C@@](O)(CC[C@H]4[C@@H]5OC(C)(C)[C@H]6C[C@@H]7C(=C)Cc8c(Cl)cc9[nH]c(c5c9c8[C@@]76O)[C@@]43C)[C@]23O[C@@H]3[C@H]1O	13.0%[59 µM]	?	/
29	C[C@H](NC[C@H](O)CP(=O)(O)CC1CCCCC1)c1ccc(Cl)c(Cl)c1	13.9%[59 µM]	?	/
30	Cc1ccc(C[N+](C)(C)C)o1	2.1%[59 µM]	?	/

no.	BAZ2B inh	GLS inh	ALOX12 inh
16	/	/	2.5%
17	/	/	?
18	/	/	3.0%&171.0%
19	/	/	257.1%[activator]
20	/	/	37.6%&0.0%[activator]
21	/	/	?
22	/	/	8.7%
23	/	/	-17.0%[12.5 µM]
24	/	/	?
25	/	/	-7.2%&-19.3%
26	/	/	-2.2%
27	/	/	?
28	/	/	4.6%
29	/	/	?
30	/	/	10.7%

Five compounds picked at random from those above, as already listed:
no.	SMILES	G9a block	RGS4 inhibitor	PI4K2A inh
28	C=C(C)[C@H]1O[C@H]2CC[C@@]3(C)[C@@](O)(CC[C@H]4[C@@H]5OC(C)(C)[C@H]6C[C@@H]7C(=C)Cc8c(Cl)cc9[nH]c(c5c9c8[C@@]76O)[C@@]43C)[C@]23O[C@@H]3[C@H]1O	13.0%[59 µM]	?	/
14	CCCC[C@@H](C)[C@@H](OC(=O)C[C@@H](CC(=O)O)C(=O)O)[C@H](C[C@@H](C)C[C@H](O)CCCC[C@@H](O)C[C@H](O)[C@H](C)N)OC(=O)C[C@H](CC(=O)O)C(=O)O	17.8%[59 µM]	/	/
21	NC(=NCc1ccc(Cl)cc1)SCCCc1cnc[nH]1	46.4%[59 µM]	-53.7%[56.9 µM]	/
20	CN1Cc2ccccc2[C@@H]2c3cccc4[nH]cc(c34)C[C@H]21	12.6µM*	?	/
6	CC[C@]1(O)CC[C@H]2[C@@H]3CCC4=CCCC[C@@H]4[C@H]3CC[C@@]21C	?	/	1.5

no.	BAZ2B inh	GLS inh	ALOX12 inh
28	/	/	4.6%
14	/	/	2.2%
21	/	/	?
20	/	/	37.6%&0.0%[activator]
6	/	3.9%	/

More entries:
no.	SMILES	G9a block	RGS4 inhibitor	PI4K2A inh
31	COc1ccc2[nH]cc(C3=CCNCC3)c2c1	?	440.0%[activator][56.9 µM]	/
32	CC(Cc1cccc(C(F)(F)F)c1)NCCCc1ccccc1 (centres undefined)	16.3%[59 µM]	i	/
33	C=CCN1CCC2(C)c3cc(O)ccc3CC1[C@@H]2C (some centres undefined)	35.6%[59 µM]	120.0%[activator][56.9 µM]	/
34	CNCCc1cnc[nH]1	21.2%[59 µM]	?	/
35	CCCN(C/C=C/I)C1CCc2ccc(O)cc2C1 (centres undefined)	?	-20.0%[56.9 µM]	/
36	CN(CCc1ccc(Cl)c(Cl)c1)[C@@H]1CCCC[C@@H]1N1CCCC1	-30.6%[59 µM]	?	/
37	CC(C)(Cc1c[nH]c2ccc(Cl)cc12)NCCOc1ccccc1OCC1CC1	?	?	/
38	Cn1cccc1-c1cccnc1	5.7%[59 µM]	i	/
39	C[C@]12CCC(=O)C(O)=C1CC[C@@H]1[C@H]3CCC(=O)[C@@]3(C)CC[C@@H]12	-35.0%[2.33 µM]	/	/
40	O=C1CCCCC1CN1CCCCC1 (centres undefined)	-8.0%[12.7 µM]	/	/
41	O=[N+]([O-])c1c(Cl)cccc1-c1c[nH]cc1Cl	?	/	/
42	CCOC(=O)C(c1c(O)c2ccccc2oc1=O)c1c(O)c2ccccc2oc1=O	/	/	-3.3
43	CCC(C)C(C)(COC(N)=O)COC(N)=O (centres undefined)	/	/	4.9
44	CC[C@@H]1c2ccccc2[C@@H]2CC[C@H]1N2c1ccccc1	/	/	4.7
45	Nc1ccccc1C(=O)OCC(O)CO (centres undefined)	/	/	1.2

no.	BAZ2B inh	GLS inh	ALOX12 inh
31	/	/	256.8%[activator]
32	/	/	-0.7%
33	/	/	?
34	/	/	?
35	/	/	0.0%
36	/	/	?
37	/	/	?
38	/	/	?
39	/	6.2%	-8.7%[57.4 µM]
40	/	3.4%	-5.6%&-11.9%
41	/	0.4%	?
42	/	/	?
43	/	/	-7.3%[22.9 µM]
44	/	/	?
45	/	/	0.0%[22.9 µM]

The listing continues.
no.	SMILES	G9a block	RGS4 inhibitor	PI4K2A inh
46	CC(Cc1ccccc1)NCCCCl (centres undefined)	/	/	1.5
47	CCN1CCCC1CNC(=O)C(O)(c1ccccc1)c1ccccc1 (centres undefined)	/	/	4.3
48	COC(=O)C[C@H]1CC[C@H]2NC[C@@H](O)COC[C@@H]2O1	/	/	1.4
49	CN1C2CCC(C)(C)C1CC(OC(=O)C(O)(c1cccs1)c1cccs1)C2 (centres undefined)	/	/	0.5
50	CN1[C@@H]2CC[C@H]1CC(OC(=O)c1cc(Cl)cc(Cl)c1)C2 (some centres undefined)	/	/	2.5
51	CC1=C(C(=O)O)N2C(=O)[C@@H](N)[C@H]2SC1	/	/	i
52	CN[C@@H](C)[C@H](O)c1ccccc1	0.0447µM*	/	0.4
53	O=[N+]([O-])c1nccn1CC(O)CN1CC1 (centres undefined)	/	/	5.9
54	COc1cc(CCN)cc(OC)c1OC	/	/	i
55	O=C(CCCc1ccc(N(CCCl)CCCl)cc1)NCc1ccccc1	/	/	-1.9

no.	BAZ2B inh	GLS inh	ALOX12 inh
46	/	/	-6.1%[22.9 µM]
47	/	/	0.9%[22.9 µM]
48	/	/	9.2%
49	/	/	-9.2%[22.9 µM]
50	/	/	-10.6%[22.9 µM]
51	/	/	?
52	/	/	-8.1%[22.9 µM]
53	/	4.2%	10.2%
54	/	-4.0%[99.4 µM]	-4.5%[176 µM]
55	/	3.3%	?

Compound activity (PubChem BioAssay)

This is a subset; the hit share may differ from the screen's.
